Compound activity as filed in PubChem.
Vif inh = HIV Vif inhibition; inhibition, % at 7.49 µM; 340,000 tested, 0.35% active; AID 602346; HEK293T cells, Vif self-association by quenched fluorescence, imaging, 24 h; in the data active means inhibition above about 50%, passing the limit was not always enough; inconclusive means no clear call, values can overlap the other calls; inactive means below about 31%; further: some results filed as inactive read as strong as hits
MITF TRPM1 inh = inhibitors of MITF-driven TRPM1 promoter in melanoma cells; SK-MEL-5 TRPM1 promoter luciferase, 24 h; inhibition, % at 12.5 µM; 330,000 tested, 0.83% active; AID 488899;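 active means mean inhibition across replicates of 60% or more, whatever share of single replicates reaches that level; inconclusive means some that reach 60%, reason not given; inactive means mean inhibition across replicates below 60%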; further: values of inactives mirror those of a sister screen read the other way
CaV13 FRET inh = Primary screen for inhibitors of IQ motif and Ca2+-dependent inactivation inhibitor domain binding in CACNA1D, Förster resonance energy transfer in living cells, …; HEK cells, CFP/YFP FRET ICDI-IQ, plate reader, 10 min; percent FRET-ratio fall versus neutral wells; 340,000 tested, 0.098% active; inhibition, % at 12.3 µM; AID 743397;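 active means mean replicate inhibition of at least 30% and at least 1% of replicates passing that level; inconclusive means only one of the two criteria is met; inactive means neither criterion is met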;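 further: 0% = median of the neutral control wells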
PDI turbidity = blocks human protein disulfide isomerase activity. P07237. PDI insulin aggregation turbidity, A650, 90 min. inhibition, % at 10 µM. 350,000 tested, 0.052% active. AID 588391;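 active means mean inhibition across replicates of 30% or more, whatever share of single replicates reach that level; inconclusive means mean inhibition below 30% while every single replicate reaches 30%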;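 further: absorbance from insulin aggregation driven by PDI reduction with DTT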
Target sequence (P07237 whole entry, looked up): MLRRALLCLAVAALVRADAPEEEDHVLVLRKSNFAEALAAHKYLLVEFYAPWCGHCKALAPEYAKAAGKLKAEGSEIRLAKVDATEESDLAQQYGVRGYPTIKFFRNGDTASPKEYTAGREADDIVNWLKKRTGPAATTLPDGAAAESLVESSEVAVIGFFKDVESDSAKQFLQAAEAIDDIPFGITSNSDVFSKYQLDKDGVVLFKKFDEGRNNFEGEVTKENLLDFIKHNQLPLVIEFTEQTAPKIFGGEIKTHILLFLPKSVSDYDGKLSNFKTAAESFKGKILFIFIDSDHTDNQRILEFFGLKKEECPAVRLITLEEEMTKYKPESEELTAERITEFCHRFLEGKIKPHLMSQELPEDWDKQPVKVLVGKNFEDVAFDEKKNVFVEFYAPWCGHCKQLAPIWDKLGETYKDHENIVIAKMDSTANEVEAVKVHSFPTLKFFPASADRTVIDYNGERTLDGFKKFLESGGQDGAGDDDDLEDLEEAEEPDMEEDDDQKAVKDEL
NR2E3 ag-1 = human photoreceptor-specific nuclear receptor agonism. CHO-S Gal4-NCOR/VP16-NR2E3 two-hybrid, luciferase. inhibition of corepressor binding, % at 3.98 µM. 360,000 tested, 0.35% active. AID 602229;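 active means inhibition above the mean of all tested compounds plus 3 SD, cut at about 70% in these data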;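 further: 0% = DMSO with NR2E3 transfected cells and 100% = cells lacking NR2E3 construct; higher means lower luciferase signal from less NR2E3 corepressor binding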
Target sequence (Q9Y5X4 whole entry, looked up, the tested form may be a part): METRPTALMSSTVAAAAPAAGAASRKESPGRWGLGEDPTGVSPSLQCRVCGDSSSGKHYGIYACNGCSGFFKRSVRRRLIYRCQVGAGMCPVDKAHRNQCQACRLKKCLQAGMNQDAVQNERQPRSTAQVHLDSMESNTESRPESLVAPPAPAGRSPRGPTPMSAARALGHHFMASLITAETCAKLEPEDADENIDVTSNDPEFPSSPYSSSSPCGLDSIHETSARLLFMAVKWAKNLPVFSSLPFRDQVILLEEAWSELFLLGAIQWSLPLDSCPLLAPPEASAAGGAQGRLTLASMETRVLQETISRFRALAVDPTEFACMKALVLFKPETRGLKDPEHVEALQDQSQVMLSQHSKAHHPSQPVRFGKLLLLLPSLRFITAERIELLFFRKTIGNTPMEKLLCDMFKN
Peg3 promoter = reduces Peg3 promoter-driven luciferase expression in HeLa | AID 588405 | inhibition, % at 20 µM | HeLa PEG-Prom luciferase reporter, luminescence, overnight | 360,000 tested, 1.7% active;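 active means inhibition of at least 50% at 20 µM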
hiPSC survival = enhancers of human iPSC single-cell survival. hiPSC single-cell survival, ATPlite luminescence; 100% = ROCK inhibitor wells, 0% = DMSO. survival enhancement, % at 20 µM. 360,000 tested, 0.044% active; in the data active means survival enhancement above about 18%;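 further: cells exposed to compounds for 16 hours before the ATP read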
Exocytosis inh = blocks lytic granule exocytosis; TALL-104 LAMP-1 surface exposure, flow cytometry; cells stimulated with thapsigargin and PMA; inhibition, % at 10 µM; 360,000 tested, 0.66% active; AID 651702;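 active means inhibition above about 55%, limit read from the data; inconclusive means no clear call, values can overlap the other calls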
aDG glyco act = alpha-DG glycosylation activation | Pro5-aDG cells, alpha-DG glycosylation AlphaScreen (IIH6); 0% Pro5, 100% B10-LARGE cell signal | activation, % at 10 µM | 360,000 tested, 0.22% active;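 active means activation of at least 8% versus controls, or a plate z-score of at least 8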;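 further: Pro5 are CHO cells carrying HIG-tagged alpha-DG that lacks glycosylation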
HIF-2a block = HIF-2a inhibition; 786-0 RCC cells HIF-2a reporter, luciferase luminescence, overnight; inhibition, % at 18.8 µM; 360,000 tested, 0.72% active;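 active means inhibition of the luminescence signal of 40% or more relative to plate controls, in a single-dose primary screen at 18.75 µM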
NR2E3 ag-2 = NR2E3 (human) agonism; GST-NR2E3/biotin-RetCOR TR-FRET, 1536-well; 320,000 tested, 0.12% active; inhibition of corepressor binding, % at 4.78 µM; Q9Y5X4; AID 2300;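 active means percent inhibition above the cutoff of mean plus 3 SD of all tested compounds, set per screening campaign, cut at about 20% in these data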;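 further: 0% = DMSO wells and 100% = biotin wells as full block of FRET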
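Test system – NR2E3–RetCOR corepressor complex · Quantity – NR2E3 fusion 1.35 nM · Buffer or medium – Tris pH 7.5 · Incubation – Compound–protein incubation for 5 h at 4 °C · Technique – TR-FRET, Eu(K)-anti-GST donor, streptavidin-D2 acceptor, ex 340, em 617/671 nm · Evaluation – percent inhibition of 671/617 nm emission ratio versus biotin and DMSO controls · Plate – 1536-well format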
* marks the source's active call; other numbers are inactive results; ? = inconclusive; . = not tested or not shown.

SMILES | Vif inh | MITF TRPM1 inh | CaV13 FRET inh | PDI turbidity | NR2E3 ag-1 | Peg3 promoter | hiPSC survival | Exocytosis inh | aDG glyco act | HIF-2a block | NR2E3 ag-2
O=C(COC(=O)/C=C/c1ccc([N+](=O)[O-])cc1)NCc1cccs1 | 8 | -1 | -6 | 2 | 0 | -17 | -0.5 | 0 | 0.1 | 12 | .
CCNC(=O)N(C)C[C@H]1N[C@@](CC)(C(=O)OC)[C@H]2C(=O)N(C)C(=O)[C@@H]12 | 4 | -4 | -5 | 0 | 9 | -5 | -0.4 | 5 | 0.1 | -2 | .
CC(=O)OCC=C1CCC2C3CCC4=CC(=O)CCC4(C)C3C(O)CC12C (configuration not stated) | 4 | 5 | -5 | 11 | 6 | 20 | -2.7 | 7 | 0.8 | 10 | .
CN(C)S(=O)(=O)c1ccc(N2CCCC2)c(C(=O)N2CCN(S(=O)(=O)c3ccccc3F)CC2)c1 | 24 | 2 | -5 | -3 | -6 | 11 | -0.3 | -10 | -0.3 | 11 | 2
CN(CCC#N)C(=O)COC(=O)c1ccccc1OCc1ccccc1Cl | -3 | -10 | -5 | 3 | -11 | -5 | 0.4 | 6 | 0.3 | 16 | 0
CCOC(=O)N1CCN(C(=O)CN(Cc2ccccc2)S(C)(=O)=O)CC1 | -4 | -2 | -7 | 6 | 0 | -1 | 3.0 | 0 | -0.3 | -9 | 5
O=c1c(Cc2c(F)cccc2Cl)c(O)ccn1C1CC1 | 8 | -18 | -3 | 3 | -16 | -20 | -1.0 | -1 | -0.2 | -14 | 0
CCOC(=O)c1noc(C)c1C(=O)Nc1nc(C)cc(C)n1 | -7 | -5 | -2 | -7 | -15 | 9 | 2.2 | 0 | -0.2 | 1 | -1
Cc1cc(C)cc(NC(=O)CSc2nnc(-c3ccncc3)o2)c1 | 2 | -2 | -6 | -6 | -4 | -11 | -0.3 | -4 | 0.3 | 3 | 1
Cc1ccc(C2C(C#N)=C(N)OC3=C2C(=O)CC(C)(C)C3)s1 (configuration not stated) | -8 | -8 | -5 | -2 | 2 | -1 | -0.2 | 5 | -0.1 | -8 | -5
CC(C)(C)c1ccc(S(=O)(=O)NNC(=O)c2cc3ccccc3[nH]2)cc1 | 4 | -12 | -21 | -5 | -68 | -76 | -0.1 | 3 | 0.0 | -188 | 2
Cc1cc(NCc2ccco2)n2ncnc2n1 | 8 | -4 | -5 | -2 | 9 | 15 | 2.7 | 2 | 0.0 | 26 | 0
O=C(COC(=O)Cc1c(Cl)cccc1Cl)NCC1CCCO1 (configuration not stated) | -4 | -4 | 2 | -3 | -6 | -5 | 0.5 | 0 | -0.1 | 0 | -2
CC(=O)N1CCN(c2nc(N)c(C#N)c(CC#N)c2C#N)CC1 | 0 | 16 | -5 | 0 | -13 | 6 | -0.6 | -6 | 0.0 | 18 | -3
CCc1cc(C(=O)N2CCOCC2)c(NC2=NS(=O)(=O)c3ccccc32)s1 | 15 | 8 | -6 | 3 | -18 | -2 | 0.5 | -1 | 0.3 | 8 | -4
COc1ccccc1CN1CCNC(=O)C1CC(=O)O (configuration not stated) | 5 | 11 | -9 | -1 | 8 | -4 | -0.6 | -2 | -0.1 | 19 | 6
CCCC1=C(C(=O)OCC)C(/C=C/c2ccccc2)n2ncnc2N1 (configuration not stated) | -8 | 34 | -8 | 1 | -54 | 26 | -0.3 | 4 | -0.1 | 12 | 1
COC(=O)c1ccc(CNC(=O)CC[C@H]2O[C@@H](n3cc(C)c(=O)[nH]c3=O)C[C@@H]2O)cc1 | . | . | -6 | . | 4 | 4 | 1.8 | -3 | 0.0 | 11 | .
O=C(CCn1ccc([N+](=O)[O-])n1)Nc1nccs1 | 2 | 6 | -6 | 3 | -29 | -5 | 0.5 | -1 | 0.3 | 3 | 3
CCOC(=O)C1=C(CSc2nc(C)cc(C)c2C#N)OC(N)=C(C#N)C1c1ccccc1 (configuration not stated) | 0 | -1 | -9 | -3 | -4 | 0 | -2.1 | 10 | 0.1 | 7 | 2
N#Cc1c(N(CCO)CCO)nc(N)c2c(N)nc3c(c12)CC(=O)N3CC1CCCO1 (configuration not stated) | -12 | -4 | -7 | 5 | 16 | -2 | 1.2 | -2 | -0.2 | 20 | 2
COc1ccc(N2CCN(C(=O)c3ccc(NS(=O)(=O)c4ccccc4)cc3)CC2)cc1 | -15 | -9 | 0 | 0 | -15 | -20 | 0.4 | -2 | 0.1 | -69 | 2
Cc1ccc(NC(=O)C2CCCO2)cc1[N+](=O)[O-] (configuration not stated) | -9 | -13 | -4 | 6 | -5 | -48 | 3.1 | 0 | 0.3 | -41 | 0
CC(=O)Nc1ccc(NC(=O)CSc2ccc(-c3sc(C)nc3C)nn2)cc1 | -3 | -5 | . | -23 | -52 | 0 | 0.0 | -2 | -0.2 | -18 | 0
COc1ccc(C(=O)N2CC3(CC(c4cccc(NC(=O)COc5ccc(Cl)cc5)c4)=NO3)C[C@@H]2C(N)=O)cc1 (some centres not stated) | -2 | -7 | -6 | -4 | -14 | -30 | 1.7 | -2 | 0.0 | -28 | -3
More results follow:
SMILES | Vif inh | MITF TRPM1 inh | CaV13 FRET inh | PDI turbidity | NR2E3 ag-1 | Peg3 promoter | hiPSC survival | Exocytosis inh | aDG glyco act | HIF-2a block | NR2E3 ag-2
COc1cccc2cc(C(=O)Nc3cccnc3N3CCOCC3)c(=O)oc12 | . | 0 | . | -32 | 25 | 10 | 1.9 | -2 | 0.1 | 17 | -3
O=S(=O)(/N=C(/Nc1nccs1)c1ccc(F)cc1)c1ccccc1 | -6 | 3 | -6 | 1 | 22 | 6 | -1.4 | -2 | -0.1 | 16 | .
Cc1ccc2oc(C(=O)N(C)CCC(O)c3ccccc3)c(C)c2c1 (configuration not stated) | -2 | -22 | -22 | -7 | -41 | -33 | -0.8 | 6 | 0.2 | -72 | 4
COc1ccc(C)cc1Nc1n[n+](C)c(-c2c3ccccc3cc3ccccc23)s1 | 2 | -24 | -6 | -5 | . | -6 | -2.3 | . | -0.5 | -25 | 0
Cc1ccc(C(=O)N2CCCC2)cc1S(=O)(=O)N1CCOCC1 | . | -1 | -5 | -5 | -8 | 2 | -0.4 | 0 | -0.2 | -8 | -2
COc1ccc(OCC(=O)Nc2ccc(N3CCCCC3)cc2)cc1 | -1 | -3 | 3 | -2 | -30 | 9 | -0.1 | 0 | -0.2 | -5 | -1
O=C(c1ccc2ccccc2c1)N1CCN(c2ccc(C(F)(F)F)cn2)CC1 | -4 | -5 | -5 | 2 | 3 | 2 | 0.7 | -1 | -0.1 | 22 | -3
O=C(O)c1cc2cc(Cl)cc(Cl)c2oc1=O | 3 | 8 | . | 6 | -6 | 0 | 7.4 | -1 | 0.3 | 8 | 3
NC(=O)CNC(=O)c1ccc(Cl)cc1 | -7 | -13 | -2 | 0 | -28 | 15 | 1.2 | -13 | -0.1 | 15 | 2
COc1ccc(NC(=O)CN(C)CC(=O)Nc2ccccc2SC)cc1 | 0 | -3 | -18 | 5 | 6 | 13 | 10 | 2 | 0.3 | 8 | -2
CCOc1cc(N2CCOCC2)c(OCC)cc1NC(=O)COC(=O)CCOc1ccc(C(C)(C)C)cc1 | 5 | -2 | -5 | 4 | -22 | -8 | -0.4 | 8 | -0.2 | 2 | 0
Cc1sc(NC(=O)/C=C/c2ccco2)c(C(=O)OC(C)C)c1C | 2 | 13 | -1 | -4 | -6 | -24 | 1.9 | -3 | -0.2 | -3 | 0
COc1ccc(NC(=O)CSc2ccc(-c3sc(C)nc3C)nn2)cc1OC | -8 | -2 | . | 0 | -34 | -5 | -0.1 | -6 | -0.2 | 13 | 0
CCc1ccc(/C=C2\SC(=S)N(CCCC(=O)NCCCN3CCOCC3)C2=O)cc1 | -6 | . | -6 | 1 | 19 | 84* | -2.9 | -1 | 0.3 | 83* | .
O=C(CSc1n[nH]c(-c2cccs2)n1)N1CCOCC1 | 6 | 6 | -7 | -4 | 14 | 2 | -1.2 | -3 | -0.1 | -7 | .
CC(C)[C@H](NC(=O)N1CC(=O)Nc2ccccc21)C(=O)N1CCC[C@H]1C(=O)O | -6 | 3 | . | . | 7 | 5 | 2.6 | 4 | -0.2 | 5 | 5
COc1ccc(-c2nnn(CC(=O)N(CC(=O)NCCC(C)C)c3ccccc3)n2)cc1OC | -4 | 8 | -6 | -6 | -6 | 11 | -3.0 | -3 | 0.4 | 5 | 1
Cc1nnc(SCC(=O)c2ccc(S(=O)(=O)N3CCOCC3)cc2)n1-c1ccccc1 | 2 | 2 | -6 | 1 | -2 | 17 | 0.6 | 2 | 0.1 | 2 | 0
O=C(O)C1CC(=O)N(C2CCCCCC2)C1 (configuration not stated) | 14 | -6 | -2 | -9 | 7 | -12 | 1.4 | 0 | 0.3 | 7 | 2
COc1ccc(/C=C/CN2CCC(n3nccc3NC(=O)C3CCCC3)CC2)cc1 | -4 | -1 | -4 | 8 | -26 | -5 | -0.4 | -5 | 0.4 | -5 | 4
Cc1ccc(C(=O)Nc2nc(C)c(C(=O)Nc3ccc4c(c3)CCC4)s2)cc1 | -7 | -20 | -19 | -1 | -119 | -247 | -3.7 | 2 | -0.2 | -254 | 0
CCOc1ccc(N2CC(C(=O)Nc3ccccc3N3CCCC3)CC2=O)cc1 (configuration not stated) | -2 | -1 | -10 | 10 | -6 | 19 | -0.4 | 3 | 0.2 | 12 | -2
COc1cccc(NC(=O)COc2ccc(S(=O)(=O)NC(C)C)cc2)c1 | 10 | 20 | -1 | 8 | -10 | 7 | -1.8 | -2 | 0.1 | 9 | 3
O=C1OC[C@@H]2CCCN2C(=O)[C@H](CC(=O)N(CCO)Cc2ccccc2)C/C=C\CC[C@@H]1Cc1ccc(F)cc1 | -17 | -7 | -4 | 9 | 3 | 20 | -1.4 | -7 | 0.1 | 22 | .
COC(=O)C1C(c2ccccc2)C=CC(c2ccccc2)C1C(=O)O (configuration not stated) | 2 | -6 | -2 | 6 | -5 | 14 | -0.5 | -4 | 0.0 | 8 | 2
COc1cc(C(C)=O)ccc1OCC(=O)NCCCn1nc(C)cc1C | 12 | -19 | -5 | ? | -17 | 8 | -0.6 | 0 | -0.1 | 9 | .
Cc1nnc(C)c2c(C)n(C(c3ccccc3)c3ccccc3)c(C)c12 | . | -11 | -8 | -4 | -12 | 5 | 1.5 | 0 | -0.2 | -5 | 0
Cc1ccccc1NC(=O)CCC(=O)N/N=C/c1cc([N+](=O)[O-])ccc1O | 3 | -6 | -6 | -1 | 7 | 15 | -0.9 | 0 | -0.1 | 25 | -1
COc1cc(/C=N/N2CCN(C3c4ccccc4-c4ccccc43)CC2)cc(OC)c1O | -11 | 3 | -5 | 4 | -20 | 17 | 0.3 | -8 | -0.2 | 19 | 3
COc1ccc(CCC(=O)Nc2ccccc2C(F)(F)F)cc1 | -10 | 3 | -2 | -6 | 15 | 7 | -2.0 | -1 | 0.2 | -10 | 1
